HKDC1 inhibitor = inhibitors of human hexokinase HKDC1. Q2TB90. recombinant HKDC1, G6PDH/diaphorase resazurin coupled fluorescence. inhibition, % at 20 µM. 340,000 compounds, 0.16% hits;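 active = inhibition above about 35% when tested at 20 µM, limit read from the data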;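 note: plate controls were DMSO wells with enzyme for no effect and DMSO wells lacking enzyme for full effect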
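Assay system: recombinant HKDC1 hexokinase; detection: coupled resazurin fluorescence, excitation 525 nm, emission 613 nm; benchmarks: DMSO-plus-enzyme-mix negative control, buffer-substituted positive control; compound dosing: single 20 µM dose; schedule: 90 min at room temperature in dark; also added: glucose plus 1 mM ATP as hexokinase substrates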
UBC13 polyUb = human UBC13 polyubiquitination inhibition. P61088. UBC13 polyubiquitin chain formation, TR-FRET. inhibition, % at 20 µM. 330,000 compounds, 0.47% hits; in the data active = inhibition above about 45%, passing the limit was not always enough; inconclusive = no clear call, values can overlap the other calls
Target sequence (P61088 whole entry, looked up): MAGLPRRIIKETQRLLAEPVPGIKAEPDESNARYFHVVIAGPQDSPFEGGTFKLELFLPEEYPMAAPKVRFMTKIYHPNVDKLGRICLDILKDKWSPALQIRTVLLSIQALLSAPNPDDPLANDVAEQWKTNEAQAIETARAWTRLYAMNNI
PfGluPho inh = PfG6PD (Plasmodium falciparum) enzyme inhibition | PfGluPho enzyme, NADPH resazurin-diaphorase fluorescence | inhibition, % at 20 µM | 350,000 compounds, 0.78% hits | AID 504690;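 active = inhibition reaching at least a set limit at 20 µM in the primary screen, cut at about 59% in these data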;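 note: 0% = DMSO wells with substrate and 100% = DMSO wells lacking glucose-6-phosphate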
SENP7 block = inhibitors of human SENP7 protease; 330,000 compounds, 1.5% hits; Q9BQF6; recombinant SENP7, Z-RLRGG-aminoluciferin luminescence, 40 min; inhibition, % at 5 µM; AID 434973;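 active = inhibition above about 50% at the single test dose, limit read from the data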;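 note: plate controls were DMSO with enzyme for no effect and no enzyme buffer wells for full effect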
SENP1 inh = SENP1 (human) catalytic domain inhibition. recombinant SENP1 catalytic domain, CyPet-SUMO1-YPet FRET cleavage. Q9P0U3. 360,000 compounds, 0.21% hits. inhibition, % at 10 µM. AID 624204;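 active = inhibition at least 30% at 10 µM, raw YFP signal under a set limit, fluorescence ratio 0.5 to 1.5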;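 note: 0% = enzyme with DMSO and 100% = no enzyme wells; some results filed as inactive read as strong as hits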
Target sequence (Q9P0U3 419-644 limits assumed): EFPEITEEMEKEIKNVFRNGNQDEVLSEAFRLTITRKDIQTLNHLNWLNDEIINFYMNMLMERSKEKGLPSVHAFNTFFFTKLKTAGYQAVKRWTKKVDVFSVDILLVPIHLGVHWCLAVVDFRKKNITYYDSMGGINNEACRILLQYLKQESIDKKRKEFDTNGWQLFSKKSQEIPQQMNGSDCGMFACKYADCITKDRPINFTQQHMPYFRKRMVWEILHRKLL
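material = recombinant human SENP1 catalytic domain, His6-tagged | quantity = 20 pM enzyme | reagent = 25 nM SUMO1 FRET substrate | compound dosing = 10 µM single point, 0.5% DMSO | timing = 50 min enzyme reaction, room temperature, light-protected | detection = FRET, CFP and YFP emission | control set = no-enzyme low, enzyme-DMSO high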
SENP8 block-1 = blocks human SENP8 cleavage of Nedd8 substrate; Q96LD8; recombinant SENP8, Nedd8 substrate fluorescence; inhibition, % at 20 µM; 360,000 compounds, 0.64% hits; AID 602440; in the data active = inhibition mostly above about 40%, no sharp cut-off; inactive = mostly below about 27%
SENP6 block = inhibitors of human SENP6 protease. 330,000 compounds, 1.8% hits. Q9GZR1. inhibition, % at 10 µM. Recombinant SENP6 catalytic domain, aminoluciferin luminescence. AID 2599;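 active = inhibition above about 50% at the single tested dose, limit read from the data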;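 note: plate controls were DMSO wells with enzyme for no effect and DMSO wells lacking enzyme for full effect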
Target sequence (Q9GZR1 628-1112 limits assumed): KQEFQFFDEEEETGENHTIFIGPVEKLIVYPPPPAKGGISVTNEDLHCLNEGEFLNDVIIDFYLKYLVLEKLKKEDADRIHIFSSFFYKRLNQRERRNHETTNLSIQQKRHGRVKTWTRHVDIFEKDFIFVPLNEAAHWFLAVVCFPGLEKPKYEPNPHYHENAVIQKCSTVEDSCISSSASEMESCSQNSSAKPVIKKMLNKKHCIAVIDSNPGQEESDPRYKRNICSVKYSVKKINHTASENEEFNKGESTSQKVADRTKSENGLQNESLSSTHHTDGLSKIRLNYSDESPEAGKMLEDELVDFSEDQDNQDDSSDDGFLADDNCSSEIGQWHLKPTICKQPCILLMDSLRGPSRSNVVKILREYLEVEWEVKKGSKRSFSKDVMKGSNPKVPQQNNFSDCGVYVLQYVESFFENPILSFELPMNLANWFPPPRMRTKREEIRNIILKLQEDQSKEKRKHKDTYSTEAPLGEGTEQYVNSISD
SENP8 block-2 = SENP8 protease inhibition. Q96LD8. purified SENP8, Z-RLRGG-aminoluciferin cleavage, luminescence. inhibition, % at 10 µM. 330,000 compounds, 1.2% hits. AID 2540; in the data active = inhibition above about 50%
beta cell repl = inducers of beta-cell replication in MIN6 cells | proliferation, % at 10 µM | MIN6 cells proliferation, ATPlite luminescence, 48 h; cells starved in 0.2% serum; 100% = growth in 10% serum | 330,000 compounds, 0.29% hits;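 active = compounds whose signal lies at least 3.5 SD above the mean of all wells on their plate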;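 note: 0% = DMSO-treated cells in low-serum medium and 100% = 10% serum control; some compounds called inactive have numbers as strong as hits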
An asterisk follows results filed as active; ? = inconclusive; · = no result given. Compounds were not picked by outcome; overall some 4% were active at least once.

The line under a structure holds: PfGluPho inh, SENP1 inh, UBC13 polyUb, SENP6 block, SENP7 block, SENP8 block-1, beta cell repl, SENP8 block-2, HKDC1 inhibitor
#1 O=C(/C=C/c1ccccc1)Nc1ccc(Cl)cn1
    12, 0, ·, ·, ·, 8, ·, ·, 8
#2 N=c1ccn(Cc2ccc(Cl)c(Cl)c2)cc1
    -4, 3, 0, -1, -13, 12, -4, -8, -4
#3 Cc1cccc(N2CCN(S(=O)(=O)c3c(C(=O)N4CCCCC4)c(C)n(C)c3C)CC2)c1C
    -4, 1, 4, 1, 13, 14, -1, 0, -3
#4 CCNC(=O)N1C(=O)C2(OCCO2)c2cc(Br)ccc21
    -1, 0, 4, -11, 1, 20, 2, -3, -3
#5 Cc1cccc(Oc2nc3ccccn3c(=O)c2/C=C(\C#N)C(=O)NC2CCS(=O)(=O)C2)c1 (stereo not drawn)
    6, -134, 6, 2, 1, -435, 0, 9, 17
#6 COC(=O)C1CCN(C(=O)c2ccc(SC)cc2OC)CC1
    -11, -1, 3, -3, 7, 20, -3, 2, 1
#7 COc1ccc(C(=O)NN)cc1
    4, 2, 1, 2, -2, 0, -2, -3, -3
#8 O=C(COCC(=O)N1CCOCC1)N1CCOCC1
    -1, 2, -6, -18, -3, 14, 4, -3, -3
#9 COc1cc(/C=C2/C(=O)CNC2=O)ccc1O
    26, 1, -306, -5, 7, 19, 4, -2, 8
#10 O=C1C2CCCN2C(=O)N1CCCN1CCN(c2cccc(Cl)c2)CC1 (stereo not drawn)
    9, 1, 1, 1, 3, 11, 0, 3, -2
#11 CCCCOc1ccc(Cc2c(Cl)nc(SC)nc2N2CCOCC2)cc1
    2, 2, 8, -8, -2, 20, -5, -7, -10
#12 COc1ccc(C(CC(=O)c2ccc(O)cc2)S(=O)(=O)c2ccc(C)cc2)cc1 (stereo not drawn)
    -11, -1, 3, 50, 55*, 5, -3, 28, -6
#13 CCn1c(=O)cc(N2CCN(C(=O)c3ccco3)CC2)[nH]c1=O
    -18, 1, -4, 8, -4, 3, -2, 5, -12
#14 Cc1c(Cl)cccc1NC(=O)C1CCCN(S(C)(=O)=O)C1 (stereo not drawn)
    2, 1, -4, 2, 12, 4, -3, -6, 0
#15 COc1ccc(Cc2n[nH]c(=S)n(N)c2=O)cc1
    -3, 2, -7, -11, -12, 8, -1, -8, -3
#16 Cc1csc(SCC(=O)NC2CCC(C)CC2)n1 (stereo not drawn)
    -13, 0, 3, -9, -8, 8, 1, 14, 1
#17 COc1ccccc1CCC(=O)OC(C)C(=O)Nc1c(C)n(C)n(-c2ccccc2)c1=O (stereo not drawn)
    -2, 3, -1, -3, 4, -5, 0, 7, -4
#18 Cc1cc(Nc2ccccc2)nn1C(=O)c1ccccc1
    18, 2, ?, -7, -14, 14, -1, -2, -1
#19 Cc1onc(-c2ccccc2)c1C(=O)N/N=C/c1ccco1
    14, -1, -14, -8, -3, 13, -2, 0, -3
#20 CC(C)C(=O)C1=Cc2cc([N+](=O)[O-])ccc2OC1N1CCOCC1 (stereo not drawn)
    5, -58, -18, -4, -6, 10, -1, -12, 8
#21 Cc1csc(-c2cnn(-c3ccccc3)c2NC(=O)c2cccc(F)c2)n1
    -1, 6, 0, -9, 1, 6, -1, 1, 2
#22 O=C(O)c1ccc(COCC(F)(F)C(F)F)o1
    -1, 1, 4, -15, 2, 27, 2, -1, 1
#23 CC12CC(O)C3C(CCC4=CC(=O)CCC43C)C1CCC2=CCO (stereo not drawn)
    0, -2, ·, ·, ·, 13, ·, ·, -7
#24 CCS(=O)(=O)N1Cc2ccccc2CC1C(=O)N(C)CC(=O)Nc1ccc(OC)cc1 (stereo not drawn)
    2, 0, 17, 5, 4, 17, 4, -3, -1
#25 COc1ccccc1NC(=O)CN1CCC(n2nnc3cc(F)ccc32)CC1
    23, 2, 70*, 11, -8, 11, -2, 4, -2
#26 Cc1cccc(N2CCN(C(=S)c3ccc(-c4ccccc4[N+](=O)[O-])o3)CC2)c1
    13, -1, -44, 23, 4, 15, -2, -5, 16
#27 CC1CCN(S(=O)(=O)c2ccc(NC(=O)CCNC(=O)c3ccc(Cl)cc3)cc2)CC1
    -6, -2, 0, -16, -7, 0, 1, -2, -5
#28 S=c1[nH]cc(-c2ccccc2)n1-c1ccccc1
    57, 2, -8, -9, 2, 15, 2, -3, 1
#29 COc1ccc(C(C(=O)NC2CCCC2)N(C(=O)c2ccoc2C)c2ccc(C)cc2)cc1 (stereo not drawn)
    4, 1, -15, -9, 11, 18, -2, -7, -4
#30 CC(C)Cn1c(N)c(-c2nc(C(C)C)c(C(=O)c3ccccc3F)s2)c(=O)n(C)c1=O
    ·, ·, 9, -11, 5, ·, -2, 1, ·
#31 CN(Cc1ccccc1)C(=O)COC(=O)c1ccc(Cl)c(N)c1
    -22, -2, -2, 1, -3, -114, 0, -9, -7
#32 Cc1ccc(S(=O)(=O)N2CC(=O)NC(=O)C2)cc1
    -7, 1, 0, -15, -5, 10, -1, -7, -1
#33 C1CCC(CNc2c3c(nc4nnnn24)CCCC3)CC1
    6, 2, 13, -3, 1, 6, 0, -3, 3
#34 CCCCN(C(=O)c1ccc([N+](=O)[O-])s1)c1c(N)n(CCCC)c(=O)[nH]c1=O
    8, -7, -11, -6, -3, 13, -3, -1, 1
#35 CC(C)C(C)NC(=O)COC(=O)/C=C/c1ccc(S(=O)(=O)N2CCc3ccccc32)cc1 (stereo not drawn)
    12, 2, 3, 6, 2, 12, -3, -4, -8
#36 COc1ccc(NS(=O)(=O)c2ccc(SC)cc2)cc1
    -20, 1, -1, -9, -3, 3, -3, -2, -4
#37 COc1cccc(-n2c(Cn3nc(C(F)(F)F)cc3C)n[nH]c2=S)c1
    41, 1, -5, -21, -2, 15, 1, -4, 6
#38 CC(C)(C)c1ccc(OCC(=O)NNC(=O)c2cccnc2)cc1
    -10, 1, 4, -8, -11, 12, -1, -7, -8
#39 O=C(N/N=C/c1cccnc1)c1cccc(S(=O)(=O)Nc2cccc(Cl)c2)c1
    2, 1, -7, -6, 39, 11, -2, -2, 0
#40 CNC(=O)C1(CC(C)C)C=CCN1C(C)=O (stereo not drawn)
    12, 2, 3, -11, 2, 12, -2, -8, -5

SENP7 block: hit marks shown above.
cpd	canonical_smiles	PfGluPho inh	SENP1 inh	UBC13 polyUb	SENP6 block	SENP7 block	HKDC1 inhibitor
12	COc1ccc(C(CC(=O)c2ccc(O)cc2)S(=O)(=O)c2ccc(C)cc2)cc1 (stereo not drawn)	-11	-1	3	50	55*	-6

Additional records.
The line under a structure holds: PfGluPho inh, SENP1 inh, UBC13 polyUb, SENP6 block, SENP7 block, SENP8 block-1, beta cell repl, SENP8 block-2, HKDC1 inhibitor
#41 CCCN(C(=O)C1=COCCO1)c1c(N)n(Cc2ccccc2)c(=O)[nH]c1=O
    -5, -1, -8, -11, 8, -7, 6, -3, 2
#42 CCOC(=O)[C@H]1[C@H]2COc3ccc(Br)cc3[C@@H]2N2C(=O)c3ccc(C)cc3NC(=O)[C@@]12C
    6, 1, -7, -10, 14, 13, -7, -14, 5
#43 O=C(NCC(=O)N(c1ccccc1)C(C(=O)NC1CCCCC1)c1ccncc1)c1ccco1 (stereo not drawn)
    -15, 3, -5, -10, -7, 24, -1, -13, -4
#44 COC(=O)c1ccc2c(c1)SC1=C(CCCC1=O)N2
    16, 43*, -142, -26, 2, -55, -1, -3, 4
#45 CNC[C@@H]1Oc2ccc(NS(=O)(=O)c3ccc(Cl)cc3)cc2C(=O)N([C@H](C)CO)C[C@@H]1C
    33, 0, 42, 2, -1, 0, 4, 10, -1
#46 O=C(NCCN1CCCC1)c1ccc(Cn2c(=S)[nH]c3cc4c(cc3c2=O)OCO4)cc1
    32, -5, 18, 9, 9, 2, -1, 4, 14
#47 Cc1nc2ccccc2c(=O)n1NC(=O)/C=C/c1ccc(Br)cc1
    -15, 1, 60*, -3, -2, 17, 1, 3, -3
#48 CCOCC(=O)Nc1nc2ccc(OC)cc2s1
    -17, 0, 0, 49, 47, 14, -2, 21, 8
#49 O=C(NCCN1CCN(c2ccccc2)CC1)c1cccc(Br)c1
    5, 1, -18, -8, -6, 16, -3, -6, -2
#50 COc1ccc(CCn2c(=N)c(C(=O)NCCN3CCOCC3)cc3c(=O)n4cccc(C)c4nc32)cc1OC
    -5, -93, -9, -19, 3, -26, -1, -5, -17
#51 CCc1ccc(OCC(=O)N2CC(C(=O)OC)Oc3ccccc32)cc1 (stereo not drawn)
    12, 2, -6, -10, -8, 12, -2, -9, 8
#52 O=C(Nc1ccncc1)c1cc(S(=O)(=O)N2CCCC2)ccc1Cl
    -3, -1, 17, 13, 6, 14, 3, 5, -3
#53 O=C(COc1ccc(-n2cnnn2)cc1)Nc1cccc(Cl)c1Cl
    -17, 1, -4, 7, 5, 13, 6, 0, 0
#54 COc1ccc2c(c1)c1nnc(SCC(=O)N3CCCCC3C)nc1n2C (stereo not drawn)
    13, 2, ·, ·, ·, 20, ·, ·, 15
#55 CCN(CCCNC(=O)CCn1c(=O)[nH]c2ccccc2c1=O)c1cccc(C)c1
    1, 1, 2, 2, 8, 19, -1, -1, 0
#56 CC1CCN(C(=O)c2[nH]cnc2C(=O)Nc2nccs2)CC1
    13, 0, 11, 2, 1, 9, 9, -1, 0
#57 O=C(CCCOc1ccccc1)Nc1ccc2c(c1)OCCO2
    -3, 0, -6, -11, -1, 8, -2, -8, 3
#58 COc1ccc(-c2cc(-c3ccccc3)nc(=O)[nH]2)cc1
    -2, 1, 13, -23, 0, -436, 0, -6, -1
#59 CCN(C(=O)COC(=O)/C=C/c1ccc(O)c(OC)c1)C1CCS(=O)(=O)C1 (stereo not drawn)
    15, -25, -16, -13, -10, -193, 0, -11, -7
#60 Cc1ccc(S(=O)(=O)N2CCN(c3ccc([N+](=O)[O-])c(Sc4nncn4C)c3)CC2)cc1
    -4, -4, 4, 0, 2, 28, 0, -6, -2
#61 O=C(Nc1ccccc1Cc1ccccc1)c1ccncc1
    -4, 1, 1, -11, -7, 3, 5, 1, -5
#62 CC1Cc2ccccc2N1C(=O)CSc1nnc(C2CC2)n1C (stereo not drawn)
    -10, 0, 7, -5, 8, 8, -2, -4, 4
#63 CCSC1=N/C(=C\c2ccc(C)s2)C(=O)S1
    0, -46, -19, -10, -3, 24, -3, -5, -9
